KDM5B inhibitor: inhibitors of human KDM5B histone demethylase. Q9UGL1. KDM5B demethylase, FDH-coupled NADH fluorescence (FDH is formaldehyde dehydrogenase). Potency, µM (series often up to 57.7 µM), for the others: at the top dose activity change, negative = inhibition, usual class: inhibitors. actives 2.6% (n = 220,000); active = well fitted inhibition curve with a large enough effect; inconclusive = small, poorly fitted or top-dose-only effect; inactive = no such curve, though single readings can be large or run the other way; note: 0% is about no effect; nearly all actives have a fitted effect of over 70% in size
Target sequence (Q9UGL1 whole entry, looked up): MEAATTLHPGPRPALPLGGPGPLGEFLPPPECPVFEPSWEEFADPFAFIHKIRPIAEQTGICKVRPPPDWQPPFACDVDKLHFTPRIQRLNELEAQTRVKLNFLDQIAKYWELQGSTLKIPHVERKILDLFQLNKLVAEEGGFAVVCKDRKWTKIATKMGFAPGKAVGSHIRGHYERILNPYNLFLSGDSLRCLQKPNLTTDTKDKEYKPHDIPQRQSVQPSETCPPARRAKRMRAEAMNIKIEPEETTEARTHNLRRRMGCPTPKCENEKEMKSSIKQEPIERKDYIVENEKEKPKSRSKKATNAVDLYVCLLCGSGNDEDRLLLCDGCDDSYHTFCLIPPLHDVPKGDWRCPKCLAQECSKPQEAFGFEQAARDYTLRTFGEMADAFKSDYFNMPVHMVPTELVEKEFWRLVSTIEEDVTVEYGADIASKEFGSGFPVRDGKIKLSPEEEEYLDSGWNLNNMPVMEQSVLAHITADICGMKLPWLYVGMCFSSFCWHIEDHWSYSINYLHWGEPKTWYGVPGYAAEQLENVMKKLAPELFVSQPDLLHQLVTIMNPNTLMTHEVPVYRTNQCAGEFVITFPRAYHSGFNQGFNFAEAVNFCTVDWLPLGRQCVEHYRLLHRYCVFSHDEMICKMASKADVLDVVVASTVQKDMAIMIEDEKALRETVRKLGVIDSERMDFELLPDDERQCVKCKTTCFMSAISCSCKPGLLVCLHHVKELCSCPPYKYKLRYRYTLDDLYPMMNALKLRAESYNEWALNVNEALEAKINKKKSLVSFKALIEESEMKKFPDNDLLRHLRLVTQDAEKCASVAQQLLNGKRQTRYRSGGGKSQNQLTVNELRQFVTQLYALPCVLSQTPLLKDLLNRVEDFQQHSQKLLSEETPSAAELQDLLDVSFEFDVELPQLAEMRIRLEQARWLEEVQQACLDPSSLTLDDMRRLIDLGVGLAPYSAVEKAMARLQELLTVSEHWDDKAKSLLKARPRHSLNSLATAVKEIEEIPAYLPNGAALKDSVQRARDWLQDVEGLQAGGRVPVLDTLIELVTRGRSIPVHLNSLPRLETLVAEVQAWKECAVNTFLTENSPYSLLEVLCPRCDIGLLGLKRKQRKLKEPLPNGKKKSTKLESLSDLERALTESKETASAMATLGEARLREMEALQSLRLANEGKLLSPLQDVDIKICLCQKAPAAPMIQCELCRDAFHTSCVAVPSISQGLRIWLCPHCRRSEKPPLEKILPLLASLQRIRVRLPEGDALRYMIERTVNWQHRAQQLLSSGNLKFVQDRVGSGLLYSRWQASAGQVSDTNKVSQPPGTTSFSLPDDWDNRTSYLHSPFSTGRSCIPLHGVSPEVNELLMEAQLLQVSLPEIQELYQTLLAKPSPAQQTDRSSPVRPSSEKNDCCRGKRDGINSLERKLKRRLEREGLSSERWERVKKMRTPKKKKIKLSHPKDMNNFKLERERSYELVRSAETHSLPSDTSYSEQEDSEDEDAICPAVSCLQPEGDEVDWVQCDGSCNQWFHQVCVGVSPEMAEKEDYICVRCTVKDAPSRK
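Compound dilutions met 200 nM (final) KDM5BΔAP for 10 min at room temperature before substrate addition. The substrate mix held 12.5 µM H3K4me3 with cofactors 25 µM α-ketoglutarate and 50 µM Fe²⁺. NADH signal gain over 30 min defined activity.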
* marks the source's active call; other numbers are inactive results; ? = inconclusive; & = joins results of further samples; [ ] = dose if it differs, or a comment. Potency is the fitted concentration of half-maximal effect.

KDM5B inhibitor	canonical_smiles
11.6%	CCn1c(SCC(=O)NCc2ccc(CN3CCOCC3)cc2)nnc1-c1cccc(Cl)c1
8.6%	Cc1ccccc1Cn1nc(C)c(NC(=O)c2cc(-c3ccc(F)cc3)on2)c1C
-9.4%	O=C(NCc1ccccc1)C1CCN(C(=O)c2ncn3c2COC(c2ccc(F)cc2)C3)CC1 (configuration not stated)
-30.8%	CCOc1cccc(-c2noc(-c3nnn4c3COC(c3ccc(C)cc3C)C4)n2)c1 (configuration not stated)
-18.7%	Cc1ccc(CN2CCN(c3ncnc4onc(C)c34)CC2CCO)cc1 (configuration not stated)
16.6%	NC(CCc1ccccc1)c1ccccc1 (configuration not stated)
-17.6%	COc1ccc(C2Cn3nnc(-c4noc(-c5cccnc5)n4)c3CO2)cc1 (configuration not stated)
11.6%	CC1CCCCN1C(=O)CSc1nc2c(c(=O)n(C)c(=O)n2C)n1C (configuration not stated)
28.2µM*	Cc1ccc(CNC(=O)C2(CCO)CCN(c3ncccn3)C2)o1 (configuration not stated)
-11.6%	Cc1cc(C(=O)N2CCCn3cc(-c4ccccc4F)nc32)nn1C
23.6%&9.6%	O=C(COc1ccc(Br)cc1Cl)Nc1ncn[nH]1
-7.6%	O=C(C1CCC1)N1CCCc2cc(S(=O)(=O)N3CCN(c4ccccc4)CC3)ccc21
-27.5%[86.2 µM]	O=C(c1ccn[nH]1)N1CC(c2ncc3c(-c4cccc(C(F)(F)F)c4)nccn23)C1
8.1%	Cc1ccc(-c2nc(CN3CCCC3=O)no2)cc1
?	Cn1nccc1C(=O)N1CCC(Nc2cccnc2)C1 (configuration not stated)

Going on with the list.
KDM5B inhibitor	canonical_smiles
7.2%	COC[C@@H]1CN(C(=O)c2cc(F)ccc2F)C[C@H]1c1ccncc1
6.4%&-9.9%	COc1ccc2c(c1)c(C(=O)CN1CCCCC1)c(C)n2C
-17.7%	CCN1C(=O)C2(CCN(S(=O)(=O)c3ccc(C(F)(F)F)cc3)CC2)c2ccccc21
8.2%	CCc1ccc(NC(=O)C2CCC(CNS(=O)(=O)c3ccc4c(c3)C(C)(C)C(=O)N4C)CC2)cc1 (configuration not stated)
-29.1%	Cc1ccccc1NS(=O)(=O)c1ccc(Br)s1
-12.6%	O=C(NCc1noc(-c2cccs2)n1)[C@H]1CNC[C@H](C(=O)N2CCCC2)C1
-2.2%	Cc1cc(C)c(NC(=O)c2cnc3ccccc3n2)c(C)c1
8.7%	O=C(N=C1N(Cc2ccccc2)C[C@]2(C=C3CCCCC3n3c(=O)n(-c4ccccc4)c(=O)n32)N1C(=O)OCc1ccccc1)c1ccccc1 (some centres not stated)
?	O=C(Nc1ccccc1F)c1ccc2c(Cl)c3c(nc2c1)CCC3
11.3%	Oc1c(C=Nc2ccc(F)c(Cl)c2)ccc2ccccc12
?	CCc1nn2c(=O)cc(COC(=O)c3cccc(NC(=O)c4ccccc4C)c3)nc2s1
-22.9%	COc1ccc(OC)c(CC(NC(C)=O)C(=O)NC2CCN(S(=O)(=O)c3ccc(NC(C)=O)cc3)CC2)c1 (configuration not stated)
4.7%	Cc1cc(S(=O)(=O)Nc2cccc3c2CCCC3)ccc1OCC(=O)O
-5.9%	CCc1ccc(C(=O)Nc2cccc3ncccc23)cc1
0.2%	COc1ccc(C(=O)Nc2cc(C)nn2-c2nc(C)cc(C)n2)cc1

The list goes on.
KDM5B inhibitor	canonical_smiles
-14.8%	Cc1cccc(OCCn2nnc3sc4c(c3c2=O)CCCC4)c1
-8.9%	Cc1nccn1CC(=O)NCC1CCN(c2cc(-c3ccc(Cl)cc3)[nH]n2)CC1
-10.5%[86.2 µM]	CC(C)CN1C(=O)COC[C@@H]1[C@H](O)c1ccc(NC(=O)CCc2ccccc2)cc1
2.8%	CC(NC(=O)C(=O)Nc1cc(Cl)ccc1Cl)c1ccc(S(N)(=O)=O)cc1 (configuration not stated)
-26.5%	O=C(NCC(c1ccco1)N1CCCCC1)c1cc(=O)c2ccccc2o1 (configuration not stated)
21.0%	CC(=O)c1nnn(-c2ccccc2C#N)c1C
-12.0%	Cc1ccncc1C(=O)N1CCC2(CC1)c1[nH]c3ccccc3c1CCN2C
-10.0%	Cc1ccccc1NC(=O)Cn1c(-c2ccc(F)cc2)nc(C)c(CCO)c1=O
-8.5%	O=C(NCCN1CCN(C(=O)c2ccc(Cl)c(Cl)c2)CC1)c1ccc(Cl)c(Cl)c1
-18.3%[86.2 µM]	CC1=C[C@@H](CN(C)CCO)[C@H](C(C)C)C[C@H]1Cc1nnc(-c2ccccc2)o1
24.2%	O=C(Cn1nc2n(c1=O)CCCC2)Nc1ccc(F)c(Cl)c1
-8.8%	Cc1ccc(NCC(=O)N/N=C\c2ccc[nH]2)cc1
?	O=C(NCCn1cccc1-c1nc(-c2ccc3c(c2)OCO3)no1)C1(c2ccccc2)CC1
-3.1%	O=C(Nc1ccc(OCc2cccc(F)c2)c(Cl)c1)c1ccncc1
2.0%	COC[C@@H]1CN(S(=O)(=O)c2ccc(C)c(F)c2)C[C@H]1C(N)=O

New compounds follow:
KDM5B inhibitor	canonical_smiles
-17.8%	O=C(NCc1ccco1)C1CC(c2ccccc2)CN(C(=O)C2CCCC2)C1 (configuration not stated)
-27.9%	Cc1cc(C)cc(OCC(=O)Nc2nc(-c3cccnc3)cs2)c1
-5.4%	Cc1ncoc1C(=O)N1C[C@@H](COc2ccccc2)[C@H](C(N)=O)C1
-22.7%	Cc1ccc(N2CCN(S(=O)(=O)c3ccc(Cl)c4ccccc34)CC2)c(C)c1
1.0%	Cc1ccc(S(=O)(=O)N2CCN(Cc3noc(CCC(=O)N4CCCCC4)n3)CC2)c(C)c1
4.2%	COc1cc(C2C(C(=O)Nc3ccccc3)=C(C)Nc3nc(CCCO)nn32)cc(OC)c1OC (configuration not stated)
-22.2%	COCCN1C(=O)CCc2cc(NC(=O)c3cncc(Br)c3)ccc21
8.3%[115 µM]	NCC(=O)N1CCCC2(Cc3ccccc3CN2S(=O)(=O)c2ccccc2)C1 (configuration not stated)
-7.6%	CN(C)S(=O)(=O)c1cccc(C(=O)N2CCCCC2C(=O)O)c1 (configuration not stated)
?	O=c1oc2ccccc2cc1-c1csc(Nc2ccccc2Cl)n1
1.2%	CC(C)(C)c1cc(C(=O)NCc2cc(F)cc3c2OCOC3)n(Cc2ccccc2)n1
-12.3%	Cc1ccc(C(=O)NCC(=O)NCCc2c[nH]c3ccccc23)cc1C
-31.4%[86.2 µM]	CNC(=O)[C@@H](C1CC1)N1CCC[C@H]1C(=O)N1CCCCCC1
-9.7%	COc1ccc(CN2Cc3cc(NC(=O)Cc4ccccc4)ccc3OC(C)C2=O)cc1 (configuration not stated)
?	CCOC(=O)c1ccccc1NC(=O)CN1C(=O)NC(c2ccc(Cl)cc2)C2=C1COC2=O (configuration not stated)

Of the compounds above, 6 contain an aryl methoxy group.
KDM5B inhibitor	canonical_smiles
-17.6%	COc1ccc(C2Cn3nnc(-c4noc(-c5cccnc5)n4)c3CO2)cc1 (configuration not stated)
6.4%&-9.9%	COc1ccc2c(c1)c(C(=O)CN1CCCCC1)c(C)n2C
-22.9%	COc1ccc(OC)c(CC(NC(C)=O)C(=O)NC2CCN(S(=O)(=O)c3ccc(NC(C)=O)cc3)CC2)c1 (configuration not stated)
0.2%	COc1ccc(C(=O)Nc2cc(C)nn2-c2nc(C)cc(C)n2)cc1
4.2%	COc1cc(C2C(C(=O)Nc3ccccc3)=C(C)Nc3nc(CCCO)nn32)cc(OC)c1OC (configuration not stated)
-9.7%	COc1ccc(CN2Cc3cc(NC(=O)Cc4ccccc4)ccc3OC(C)C2=O)cc1 (configuration not stated)

Carrying on.
KDM5B inhibitor	canonical_smiles
-13.0%	N#C/C(=C/c1ccccc1[N+](=O)[O-])c1ccc(C(F)(F)F)cn1
-27.0%	O=C(NCc1ccc2c(c1)OCO2)c1ccc2c(c1)N(Cc1ccc(F)cc1)C(=O)c1ccccc1S2=O (configuration not stated)
4.7%	COc1cc2c(=O)c(C(=O)c3ccc(F)cc3)cn(Cc3cccc(F)c3)c2cc1OC
?	Cc1ccc2oc(C(=O)Nc3c(C(=O)c4ccc(C)c(F)c4)oc4ccccc34)cc(=O)c2c1
13.7%	Cc1ccc(C2Cn3nnc(C(=O)N4CCC(C(=O)NC5CCCCC5)CC4)c3CO2)cc1 (configuration not stated)
?	Cc1nn(Cc2ccccc2)c(C)c1[C@@H]1C=C[C@@H](NC(=O)NC2CCCCC2)C1
-1.3%	CC1CCCN(c2nc3c(c(=O)n(C)c(=O)n3C)n2CCSc2nc3ccccc3o2)C1 (configuration not stated)
?	CCOC(=O)c1sc(NC(=O)c2nc3nc(C)cc(C(F)F)n3n2)c(C(=O)OC)c1C
10.6%	CC(C)CCNC(=O)N1CCCC(Cn2c(C3CC3)nc3cccnc32)C1 (configuration not stated)
?	Cc1cccn2c(=O)c(/C=C(\C#N)c3nc4ccccc4n3C)c(Oc3ccc(Cl)cc3)nc12
9.1%	Cc1cc(OCCn2cc(C(=O)C(F)(F)F)c3ccccc32)ccc1Cl
12.7%	COc1ccc(/C=N/NC(=O)c2ccn[nH]2)cc1Cn1nc(C)c([N+](=O)[O-])c1C
?	Cc1ccc(Nc2cc(C)c3ccccc3n2)c(C)c1
30.4%	CC(Sc1ccc(F)cc1)C(=O)NC(c1ccccc1)c1ccccc1 (configuration not stated)
3.6%	COC(=O)Nc1ccc(CNC(=O)c2ccc(C)cc2)cc1

Next section
KDM5B inhibitor	canonical_smiles
-7.1%	COc1ccc(/C(O)=C2/C(=O)C(=O)N(c3ncccn3)C2c2ccc(F)cc2)cc1 (configuration not stated)
-29.0%	CC(C)(C)OC(=O)N1CCC(c2c(C(=O)NCCc3ccsc3)cnn2-c2ccccc2Cl)CC1
?	Cc1cc2nc(-c3ccc(NC(=O)c4ccc(OCC(C)C)cc4)cc3)oc2cc1C
7.8%	CSc1ncc(C(=O)Nc2ccccc2C)c(C)n1
-22.4%	CN1CC(=O)N(c2ccc(Cl)cc2)Cc2c1ncnc2N1CCc2ccccc2C1
-26.6%	COCCOC1CCOC2(CCN(C(=O)c3ccccn3)CC2)C1 (configuration not stated)
45.4%[activator]	CCOc1ccc(NC(=S)N2C3CCCC2CC(NC(=O)C2CC2)C3)cc1 (configuration not stated)
-11.9%	CCOc1cc(CN2CCC(C(Cc3ccccc3F)N(C)C(=O)c3cccs3)CC2)ccc1O (configuration not stated)
-27.1%	CCc1ccc(NC(=O)CN2C(=O)C(c3ccccc3)=NC23CCCCCC3)cc1
21.5%	Cc1noc(-c2cn(C3CCN(C(=O)c4ccc(Cl)cc4)C3)nn2)n1 (configuration not stated)
?	CCOCCCNC(=O)c1c(NC(=O)c2nc(SC)ncc2Cl)sc2c1CCCC2
?	CCOc1ccc(CNC(=O)Cn2c(=O)c3cccn3c3cccnc32)cc1
28.2µM*	O=C(NC1CC(c2nnc(CO)n2C2CC2)C1)c1cccn2cnnc12 (configuration not stated)
?	CCc1cc(=O)oc2cc(OC(C)C(=O)N(C(C)C)C(C)C)ccc12 (configuration not stated)
16.4%	Cc1ccc2nc(NC(=O)CCc3ncc(-c4ccccc4Cl)o3)sc2c1

Later entries.
KDM5B inhibitor	canonical_smiles
11.1%	CC(=O)Nc1cccc(-c2nnc3n2CCCC3)c1
-10.7%	O=S(=O)(c1ccccc1)N1CC(F)(F)C[C@H]1c1nc(C2CC2)no1
-21.1%	COCCNC(=O)[C@H]1C[C@H](Oc2cccnc2)CN1C(=O)NCC(C)C
-20.0%	Cc1ccc(C(=O)N(CC2CCN(Cc3ccccc3F)CC2)CC2CCCO2)s1 (configuration not stated)
?	CC(=O)N(Cc1ccccc1)Cc1cc2ccccc2[nH]c1=O
2.0%	O=C(NCc1ccccc1)C(=O)NCC(c1ccco1)N1CCN(c2ccccc2F)CC1 (configuration not stated)
9.9%	O=C(c1ccc(F)cc1)c1ccccc1C(=O)N1CCN(C(=O)CCC2CCCC2)CC1
?	Cc1ccc(C(=O)/C=C/c2cccc(NC(=O)C(F)(F)F)c2)o1
-29.7%	CC(=O)c1cccc(NC(=O)CCCCCn2nnc3ccccc3c2=O)c1
28.2µM*	O=C(NCC(F)F)C1CCCN(c2nc3ncccc3o2)C1 (configuration not stated)
-15.5%	O=C(CC1CCCN(c2cnn(CC3CC3)c(=O)c2)C1)NC1CC1 (configuration not stated)
1.0%	Fc1ccc(Nc2nc(NC3CCCCCC3)nc3c2cnn3-c2ccccc2)cc1
18.1%	COc1cccc(CN2CCc3nc(N4CCN(C)CC4)[nH]c(=O)c3CC2)c1
?	COc1cccc(-c2cc3nc(-c4ccccc4)cc(=O)n3[nH]2)c1
-8.1%	COC(=O)COc1cc2occ(-c3csc(C)n3)c(=O)c2cc1C

Later entries
KDM5B inhibitor	canonical_smiles
9.9%	O=C(CCC1CCCCC1)Nc1cccc2c1CCCC2
-15.2%	Cc1cccc(OC2CN(C(=O)c3ccc(CCC(C)(C)O)cc3)C2)c1
-0.1%	Cc1cccc(NC(=O)Cn2c(=O)n(CC3CCC(C(=O)NCCc4ccccc4)CC3)c(=O)c3ccccc32)c1 (configuration not stated)
-10.3%	Cc1ccc(N/C(=C\C(=O)c2ccc(Br)cc2)C(F)(F)F)cc1
9.7%	CCc1c(C)sc(NC(=O)Cc2ccccc2Cl)c1C#N
-20.3%[149 µM]	O=C(Nc1ccccc1)N1CCN(C2CCNCC2)C(=O)C1
?	O=C(NCCCN1CCOCC1)c1cc(-c2ccco2)nc2ccccc12
6.3%	Cc1ccc(O[C@H]2CCOC[C@H]2NC(=O)c2cc(C#N)cn2C)cn1
20.0%	Cc1[nH]c2ccccc2c1C(=O)C(=O)N(C)Cc1ccc(C(=O)NC2CC2)cc1
16.4%	Cc1ccc(S(=O)(=O)N(C)C)cc1NC(=O)Nc1ccccc1F
-14.8%	COc1ccc(-c2nc(CSCC(=O)NC3CCCCCC3)co2)cc1

Bioassay records deposited in PubChem by National Center for Advancing Translational Sciences (NCATS).

This is a subset, so the mix of outcomes need not match the whole.
